Compound activity from PubChem.
Cneo AK release – causes C. neoformans cell lysis. adenylate kinase release luminescence, 4 h; normalised: neutral wells 0, clomiphene wells 100. lysis activity, % at 15 µM. 360,000 tested, 0.2% active. AID 651654;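 active means mean lysis activity across replicates of at least 80%, whatever share of replicates individually reach that level; inactive means mean lysis activity below 80%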
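read-out = cell lysis signal | test system = log-phase Cryptococcus neoformans yeast cells | input = cells at 5 × 10^6 per mL | medium = fresh YPD growth medium | signal = luminescent adenylate kinase detection reagent | timing = 4 h at 37 °C static, read 1 h later | dosing = single dose | controls = Clomiphene as positive lysis control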
SIRT5 inh – sirtuin-5 (human) deacylase inhibition | Q9NXA8 | Purified SirT5, succinyl-peptide AMC, trypsin-coupled fluorescence | inhibition, % at 15 µM | 330,000 tested, 1.1% active; in the data active means inhibition above about 15%
Target sequence (Q9NXA8 whole entry, looked up): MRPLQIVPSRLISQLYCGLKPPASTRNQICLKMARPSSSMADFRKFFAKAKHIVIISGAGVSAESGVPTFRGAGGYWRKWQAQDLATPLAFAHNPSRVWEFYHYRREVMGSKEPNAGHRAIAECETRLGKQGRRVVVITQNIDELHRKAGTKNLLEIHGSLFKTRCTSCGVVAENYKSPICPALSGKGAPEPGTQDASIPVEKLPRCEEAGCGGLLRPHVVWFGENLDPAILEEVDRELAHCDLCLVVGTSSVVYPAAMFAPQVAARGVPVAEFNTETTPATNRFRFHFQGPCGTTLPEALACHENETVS
esBAF inh – SWI/SNF esBAF complex inhibition | mouse ES cells, Bmi1-luciferase knock-in reporter, 24 h; 100% = twice the neutral-well signal | reporter increase, % at 12.5 µM | 350,000 tested, 2% active | AID 602393; in the data active means activation above about 40%;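 further: 0% = median of the plate's neutral control wells and 100% = double that signal; a rise in the Bmi1 reporter signal indicates esBAF inhibition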
ARNT-TACC3 inh – disruptors of human ARNT/TACC3 interaction. 390,000 tested, 0.66% active. AlphaScreen His-ARNT PAS-B/GST-TACC3 binding, luminescence; TACC3 fragment carries E629A point mutation. Q9Y6A5. inhibition, % at 9.99 µM;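 active means mean inhibition of replicates at least 50% and at least half of replicates each reaching 50%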;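 further: 0% = complete ARNT plus TACC3 wells and 100% = ARNT alone without TACC3; many hits fall short of the cut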
miR-122 sensor – blocks miR-122 activity in Huh7 sensor cells. Huh7 miR-122 Renilla luciferase sensor, 48 h; neutral wells = 0, positive control = 100. activation (reporter increase), % at 12.5 µM. 340,000 tested, 0.3% active;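 active means mean replicate activation score at least 90 and every replicate individually at or above 90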;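 further: higher luciferase means less miR-122 activity so hits act as miR-122 inhibitors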
ERp5 inh – ERp5 (human) disulfide isomerase inhibition. 350,000 tested, 0.05% active. inhibition, % at 9.99 µM. ERp5 insulin aggregation, absorbance 650 nm, 90 min. AID 651711;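 active means mean replicate inhibition above about 25%, with every replicate also reaching it, limit read from the data, passing the limit was not always enough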
Target sequence (Q15084 whole entry, looked up): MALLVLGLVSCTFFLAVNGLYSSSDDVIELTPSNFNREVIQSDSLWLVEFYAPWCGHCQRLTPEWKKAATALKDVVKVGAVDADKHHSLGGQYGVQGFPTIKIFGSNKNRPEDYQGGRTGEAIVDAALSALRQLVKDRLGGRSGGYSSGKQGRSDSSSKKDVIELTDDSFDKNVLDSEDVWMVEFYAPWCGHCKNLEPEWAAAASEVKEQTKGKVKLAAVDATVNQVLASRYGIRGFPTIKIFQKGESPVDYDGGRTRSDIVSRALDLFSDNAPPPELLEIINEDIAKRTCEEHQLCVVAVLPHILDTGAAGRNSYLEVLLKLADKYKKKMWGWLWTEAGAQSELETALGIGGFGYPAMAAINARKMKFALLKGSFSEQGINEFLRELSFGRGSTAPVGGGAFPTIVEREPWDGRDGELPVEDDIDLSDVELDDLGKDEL
C2C12 statin – suppressors of simvastatin-induced myotoxicity in C2C12 myotubes. 330,000 tested, 0.78% active. AID 602340. ATP luminescence, 48 h; scaled: DMSO 0, geranylgeraniol control 100. rescue of ATP level, % at 7.49 µM;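 active means mean ATP rescue above about 67%, or every replicate alone reaching that limit, limit read from the data, passing the limit was not always enough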;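 further: myotubes were challenged with 10 µM simvastatin during compound exposure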
The depositor's hits bear a star; . = not tested or not shown; [ ] = another dose, or the depositor's remark.

SMILES	Cneo AK release	SIRT5 inh	esBAF inh	ARNT-TACC3 inh	miR-122 sensor	ERp5 inh	C2C12 statin
COc1ccc([C@H]2CC(=O)C=C(c3ccc(C)cc3)C2)cc1OC	6	.	-2	12	-8	0	0
C[C@@H]1CCCCO[C@@H](CN(C)Cc2ccc(Cl)c(Cl)c2)[C@@H](C)CN([C@@H](C)CO)C(=O)c2cc(NS(C)(=O)=O)ccc2O1	-1	3	-5	3	0[16.7 µM]	8	-2
C[C@@H]1CCCCO[C@@H](CN(C)C(=O)Nc2ccc3c(c2)OCO3)[C@H](C)CN([C@H](C)CO)C(=O)c2cc(NC(=O)Nc3ccc(F)cc3)ccc2O1	1	8	2	-2	-16[16.7 µM]	2	.
CCCS(=O)(=O)NC(=O)C1(C)CCN(C(=O)c2ccc(OC)cc2)C1 (stereo not drawn)	0	.	-4	.	-4	.	7
O=C(NCC1COCCO1)c1ccc2nc(Cc3cccc(Cl)c3)oc2c1 (stereo not drawn)	-1	-3	20	0	3	-1	-12
CCOC(=O)c1c(NC(=O)c2ccco2)sc2c1CCCCC2	-1	.	7	5	.	.	-40
C[C@@H]1CN([C@H](C)CO)C(=O)c2cc(C#Cc3cccnc3)cnc2O[C@H]1CN(C)S(C)(=O)=O	1	0	1	-6	2[16.7 µM]	-2	-1
CSCCC(NC(=O)COc1ccccc1)C(=O)N1CCN(c2ccccc2O)CC1 (stereo not drawn)	0	1	6	-2	.	-4	-12
O=C(OCCCc1cc2ccccc2c(=O)o1)c1ccco1	-2	.	-2	-2	-1	0	4
CC1C(=O)CCC1(C(=O)O)c1ccccc1 (stereo not drawn)	-6	.	-1	-4	-4	.	-1
CO[C@H](C(=O)N(C)C[C@H]1OCc2ccccc2-c2c(n(C)c3ccccc23)C(=O)N([C@@H](C)CO)C[C@H]1C)c1ccccc1	-3	.	4	0	.	-5	1
Cc1ccc(C)c(-c2nnc(NC(=O)C3=COCCO3)o2)c1	.	8	22	41	3	3	-6
O=C1CSC(c2ccc([N+](=O)[O-])cc2)N1c1ccc(O)cc1 (stereo not drawn)	3	-2	2	-5	-5	-2	-3
Cc1nc(-c2cccc(S(=O)(=O)N3CCOCC3)c2)cs1	0	2	-8	3	0	-10	13
O=C(O)c1ccccc1C(=O)N1CCN(c2ccccc2)CC1	1	.	-7	.	1	.	-10
Cc1onc(-c2ccccc2Cl)c1C(=O)N(C)CC(=O)Nc1ccc(F)c(F)c1F	1	-8	-6	-4	.	4	3
Cn1c(=O)c2c(nc(SCCN3CCCCC3)n2Cc2ccc(Cl)cc2)n(C)c1=O	1	.	4	5	2	.	-19
CC(NC(=O)CSc1nc2ccccc2c(=O)n1CCCO)c1ccccc1 (stereo not drawn)	-2	-1	11	4	3	1	5
Cc1ccccc1N1CCN(S(=O)(=O)c2nnc(NC(=O)CC(C)C)s2)CC1	-1	0	-3	-6	-2	-4	11
CC(C)N(C(=O)/C=C/c1cccc([N+](=O)[O-])c1)C(C)C	0	2	13	.	-9	4	1

A second format for part of the listing above:
Sequence of screens: Cneo AK release	SIRT5 inh	esBAF inh	ARNT-TACC3 inh	miR-122 sensor	ERp5 inh	C2C12 statin
CCCS(=O)(=O)NC(=O)C1(C)CCN(C(=O)c2ccc(OC)cc2)C1 (stereo not drawn)
→ 0	.	-4	.	-4	.	7
Cc1ccc(C)c(-c2nnc(NC(=O)C3=COCCO3)o2)c1
→ .	8	22	41	3	3	-6
C[C@@H]1CCCCO[C@@H](CN(C)C(=O)Nc2ccc3c(c2)OCO3)[C@H](C)CN([C@H](C)CO)C(=O)c2cc(NC(=O)Nc3ccc(F)cc3)ccc2O1
→ 1	8	2	-2	-16[16.7 µM]	2	.

More compounds:
SMILES	Cneo AK release	SIRT5 inh	esBAF inh	ARNT-TACC3 inh	miR-122 sensor	ERp5 inh	C2C12 statin
Cc1c(/C=N/O)c2ccccn2c1C(=O)c1ccc(F)cc1	-1	-1	-6	-7	-2	2	23
Cc1noc(C)c1NC(=O)N(C)C[C@H]1OCCCC[C@@H](C)Oc2ccc(NS(=O)(=O)c3ccc(F)cc3)cc2C(=O)N([C@H](C)CO)C[C@H]1C	51	7	6	3	9[16.7 µM]	-2	-4
CCC1(C)Nc2ccccc2C(=O)N1O (stereo not drawn)	0	.	6	-2	10	.	118*
CN(C)CC(=O)N1CCCCN2[C@H](CO)[C@H](c3ccc(/C=C/c4ccccc4)cc3)[C@H]2C1	2	2	-4	26	-28[16.7 µM]	1	-82
COc1ccc(-c2c(C(=O)O)c(C(=O)O)c3n2CCC3)cc1	0	-4	9	-5	-3	2	3
COc1ccccc1/C=N/n1c(N)c(C(=O)NC2CCCCC2)c2nc3ccccc3nc21	0	.	5	-13	-2	.	-16
CCOC(=O)c1ccc(NC(=O)Nc2cc(C)on2)cc1	-1	.	13	2	4	.	-25
COC(=O)[C@@H](NC(=O)NCc1ccc(F)cc1)C(C)C	0	0	-7	-8	-7	-4	2
Cc1ccc(S(=O)(=O)N(C)C[C@@H]2OCCCC[C@H](C)Oc3ccc(NC(=O)NC4CCCCC4)cc3C(=O)N([C@H](C)CO)C[C@H]2C)cc1	-1	16*	-1	-1	-5[16.7 µM]	2	.
CN(C(=O)CSc1nnc(C2CC2)n1-c1ccccc1)C1CCS(=O)(=O)C1 (stereo not drawn)	2	2	-5	9	-7	0	-1
O=C(CCN=C1NS(=O)(=O)c2ccccc21)OCc1nnc(-c2ccc([N+](=O)[O-])cc2)o1	-1	-2	-3	7	-5	2	1
O=C(Nc1ccc(Cl)cc1Cl)c1ccc2ncsc2c1	-1	0	59*	-9	-13	-10	2
CC(=O)N(c1ccc(Cl)cc1)c1c[nH]c2ccccc12	.	.	-3	7	-2	.	21
CN(C(=O)c1cccc(C#N)c1)c1nnc(-c2ccccn2)s1	1	.	21	-11	-6	.	-3
C[C@@H]1CN([C@H](C)CO)C(=O)c2cc(NS(C)(=O)=O)ccc2O[C@@H]1CN(C)C(=O)Nc1ccc2c(c1)OCO2	1	4	4	-32	1[16.7 µM]	1	-20
C[C@@H]1CN([C@@H](C)CO)C(=O)Cc2cc(NC(=O)Cc3cn(C)c4ccccc34)ccc2O[C@@H]1CN(C)S(C)(=O)=O	1	-3	3	-7	-2[16.7 µM]	1	-5
O=C1N=C(N2CCCCC2)S/C1=C\c1ccncc1	.	-2	.	-2	.	-5	.
CN(C)CCn1cnc2c1c(=O)[nH]c(=O)n2Cc1ccccc1	0	2	-4	0	.	0	-4
CC1CCc2[nH]c3ccc(C(=O)N(C)CC(=O)Nc4ccccc4C(F)(F)F)cc3c2C1 (stereo not drawn)	2	4	9	4	1	2	-25
CCCNC(=O)N(C)C[C@H]1Oc2ncc(C3=CCCC3)cc2C(=O)N([C@@H](C)CO)C[C@H]1C	-2	-5	3	-2	0[16.7 µM]	-3	22

Next section; the last five above are carried over.
SMILES	Cneo AK release	SIRT5 inh	esBAF inh	ARNT-TACC3 inh	miR-122 sensor	ERp5 inh	C2C12 statin
C[C@@H]1CN([C@@H](C)CO)C(=O)Cc2cc(NC(=O)Cc3cn(C)c4ccccc34)ccc2O[C@@H]1CN(C)S(C)(=O)=O	1	-3	3	-7	-2[16.7 µM]	1	-5
O=C1N=C(N2CCCCC2)S/C1=C\c1ccncc1	.	-2	.	-2	.	-5	.
CN(C)CCn1cnc2c1c(=O)[nH]c(=O)n2Cc1ccccc1	0	2	-4	0	.	0	-4
CC1CCc2[nH]c3ccc(C(=O)N(C)CC(=O)Nc4ccccc4C(F)(F)F)cc3c2C1 (stereo not drawn)	2	4	9	4	1	2	-25
CCCNC(=O)N(C)C[C@H]1Oc2ncc(C3=CCCC3)cc2C(=O)N([C@@H](C)CO)C[C@H]1C	-2	-5	3	-2	0[16.7 µM]	-3	22
Cc1oc2ccc(OC(=O)COc3c(F)c(F)c(F)c(F)c3F)cc2c1C(=O)OC(C)C	.	-2	.	-13	.	-1	.
O=C(N/C(=C\c1ccc(F)cc1)C(=O)N1CCCCCC1)c1ccccc1	-2	2	-9	0	-3	-6	-7
CO[C@H]1CN(C)C(=O)c2ccc(NC(=O)NC(C)C)cc2OC[C@H](C)N(Cc2ccccc2)C[C@H]1C	-3	23*	8	6	24[16.7 µM]	-4	21
Nc1ccn([C@@H]2O[C@H](C(=O)N3CCSC3)[C@@H](O)[C@H]2O)c(=O)n1	0	-8	-4	.	4	5	-2
CCN1CCN(c2ccc(S(=O)(=O)N3CCCCC3)cc2NC(=O)c2ccc(C)o2)CC1	1	.	0	2	.	.	-1
CCc1nc(SCC(=O)OC)c2c3c(sc2n1)COC(C)(C)C3	0	-1	-9	-18	.	2	8
COc1ccc(NC(=S)N(Cc2cccc(Br)c2)CC2CCC(C(=O)O)CC2)cc1 (stereo not drawn)	2	4	29	-7	-2	-2	-7
Cc1ccc(C(=O)C[n+]2cccc3ccccc32)cc1	2	.	0	-15	-4	.	3
Cc1ccc(NC(=O)CCS(=O)(=O)c2cccc3nonc23)c(Br)c1	-1	-2	-4	-9	3	3	1
CCOC(=O)[C@@H]1[C@H]2COc3ccc(Br)cc3[C@@H]2N2C(=O)N(c3ccc(F)cc3)C(=O)[C@]12C	5	.	4	-3	4	-3	20
CCn1c(C)[n+](CCOC(C)=O)c2cc(Cl)c(Cl)cc21	.	-5	.	-56	.	-1	.
Cc1ccc(-c2cc(C(=O)N/N=C/c3c(C)nn(-c4ccccc4)c3C)[nH]n2)cc1	-3	.	-2	1	45	.	-127
CN1C(=O)[C@H]2[C@@H](/C=C/c3ccccc3)N3C(=O)CN(Cc4ccccc4)C(=O)[C@@]3(C)[C@H]2C1=O	0	.	-2	-8	-3	1	1
OC(c1cccnc1)c1nc(-c2cccc(F)c2)cs1 (stereo not drawn)	-4	-6	-5	.	-3	-4	9
O=C(C[C@@H]1C/C=C\C[C@H](Cc2ccc(F)cc2)C(=O)OCCNC1=O)NCCO	2	0	5	-17	2	3	6
Cc1cccc(-n2c(C)cc(C(=S)N3CCOCC3)c2C)c1C	-1	-4	1	4	0	2	-30
Cc1cccc(OCC(O)Cn2c(=N)n(CCN3CCCCC3)c3ccccc32)c1 (stereo not drawn)	3	.	-32	5	-17	.	-138
Cc1ccc(C(=O)c2ccccc2C(=O)O)c(O)c1	0	-2	-3	1	.	-3	6
COc1cccc(-c2cc(C(=O)Nc3c(C)nn(Cc4ccccc4C)c3C)no2)c1	0	.	-5	1	-3	.	43
COc1ccc2c(c1)C(c1ccccc1)NC(=O)C2 (stereo not drawn)	2	3	-4	-9	-7	-5	3

Retrieved by compound from above (2):
SMILES	Cneo AK release	SIRT5 inh	esBAF inh	ARNT-TACC3 inh	miR-122 sensor	ERp5 inh	C2C12 statin
Cc1oc2ccc(OC(=O)COc3c(F)c(F)c(F)c(F)c3F)cc2c1C(=O)OC(C)C	.	-2	.	-13	.	-1	.
CN1C(=O)[C@H]2[C@@H](/C=C/c3ccccc3)N3C(=O)CN(Cc4ccccc4)C(=O)[C@@]3(C)[C@H]2C1=O	0	.	-2	-8	-3	1	1

(next part)
SMILES	Cneo AK release	SIRT5 inh	esBAF inh	ARNT-TACC3 inh	miR-122 sensor	ERp5 inh	C2C12 statin
CC(C)NC(=O)Nc1ccc2c(c1)C(=O)N([C@H](C)CO)C[C@@H](C)[C@@H](CN(C)CC1CCCCC1)OCCCC[C@H](C)O2	12	0	-5	-4	6[16.7 µM]	4	.
CN(CCS(=O)(=O)c1ccc(Cl)cc1)Cc1cccnc1	-5	0	-10	2	.	1	-6
Cc1ccc(NC(=O)COC(=O)c2ccc(F)cc2Cl)c(Br)c1	0	-2	-3	-2	-4	-5	0
COc1ccc(OC)c(NC(=O)C(=O)/C=C(\O)c2cc(OC)ccc2OC)c1	0	.	1	0	0	.	5
